OPRM1-OPRD1 inv: inverse agonists of human mu-delta opioid receptor heterodimerization | P35372+P41143 | cell-based MOR-DOR heterodimer luminescence, inverse agonism | inhibition, % at 9.3 µM | hit rate 0.21% among 340,000 | AID 504357; in the data active means inhibition above about 22%, passing the limit was not always enough;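 further: 0% = cells with DMSO and 100% = wells without cells with DMSO; values of inactives mirror those of a sister screen read the other way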
Target sequence (P35372 whole entry, looked up): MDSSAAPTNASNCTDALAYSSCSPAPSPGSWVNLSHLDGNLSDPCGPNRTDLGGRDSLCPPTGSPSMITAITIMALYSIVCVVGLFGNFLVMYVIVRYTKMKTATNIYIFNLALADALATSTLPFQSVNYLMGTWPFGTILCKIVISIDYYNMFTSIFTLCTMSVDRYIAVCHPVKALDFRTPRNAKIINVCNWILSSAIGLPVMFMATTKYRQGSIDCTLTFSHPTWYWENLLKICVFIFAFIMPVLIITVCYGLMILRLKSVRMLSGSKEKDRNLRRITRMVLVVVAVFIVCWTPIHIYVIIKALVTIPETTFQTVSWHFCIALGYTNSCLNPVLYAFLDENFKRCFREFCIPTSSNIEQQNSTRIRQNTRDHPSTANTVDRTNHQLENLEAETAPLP
Target sequence (P41143 whole entry, looked up): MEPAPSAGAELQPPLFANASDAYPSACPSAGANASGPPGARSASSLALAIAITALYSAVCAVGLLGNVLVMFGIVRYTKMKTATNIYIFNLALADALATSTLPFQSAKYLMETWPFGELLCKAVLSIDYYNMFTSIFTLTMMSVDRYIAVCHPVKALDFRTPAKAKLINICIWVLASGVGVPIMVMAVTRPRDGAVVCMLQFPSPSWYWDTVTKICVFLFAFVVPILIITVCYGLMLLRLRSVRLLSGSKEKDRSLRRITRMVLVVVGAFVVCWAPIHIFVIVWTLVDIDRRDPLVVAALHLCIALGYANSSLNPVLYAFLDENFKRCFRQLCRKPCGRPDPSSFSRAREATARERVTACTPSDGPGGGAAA
HTR5A inv ctr: HTR5A inverse agonism, opioid heterodimer counter-screen; hit rate 0.083% among 340,000; inhibition, % at 9.3 µM; HTR5A cell line, luminescence; in the data active means inhibition mostly above about 23%, no sharp cut-off; inactive means mostly below about 18%;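 further: 0% = cells with DMSO and 100% = no-cell wells with DMSO; some compounds called inactive have numbers as strong as hits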
AddAB inh: less growth of phage-infected E. coli with AddAB | E. coli expressing H. pylori AddAB, absorbance growth | inhibition, % at 11.9 µM | hit rate 0.29% among 330,000 | AID 435030; in the data active means inhibition above about 12%;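 further: 0% = vehicle wells of infected cells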
E coli growth: bacterial growth inhibition, counter-screen for AddAB inhibitors. E. coli V3065 growth, OD600 absorbance, 18 h. inhibition, % at 11.9 µM. hit rate 0.27% among 330,000. AID 449728;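 active means inhibition above the campaign's mean inhibition across all tested compounds plus 3 SD, cut at about 9.9% in these data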;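 further: uninfected addAB+ strain grown without phage in ampicillin broth; 0% = DMSO wells and 100% = ciprofloxacin 0.95 µg/ml wells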
MOR-DOR ag: OPRM1-OPRD1 heterodimerization agonism. cells, luminescence. activation, % at 9.3 µM. hit rate 0.3% among 340,000. AID 504326; in the data active means activation above about 18%;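 further: 0% = vehicle-treated cells and 100% = reference agonist; values of inactives mirror those of a sister screen read the other way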
Tat export inh: inhibitors of E. coli Tat protein transport; AID 488895; hit rate 0.036% among 340,000; inhibition, % at 10 µM; E. coli MC4100 TorA-mCherry Tat export, fluorescence;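 active means mean replicate inhibition at least 50% and at least half of replicates individually reaching 50%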;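 further: exported cargo escapes ClpAP degradation while cytoplasmic cargo is degraded and loses fluorescence; 0% = median of neutral control wells and 100% = median of NaSCN control wells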
PfHsp90 yeast 2: inhibits growth of yeast expressing Plasmodium falciparum Hsp90; hit rate 0.32% among 310,000; S. cerevisiae expressing PfHsp90, BacTiter-Glo ATP, 48 h; yeast lacking PDR1 and PDR3 efflux regulators; inhibition, % at 9.4 µM;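 active means every replicate shows inhibition above about 80%, whatever the replicate mean, limit read from the data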;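 further: 0% = DMSO neutral controls and 100% = 20 µM radicicol positive controls; yeast relying on Plasmodium falciparum Hsp90 in place of its own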
PKA-R1A act: activates the PKA-R1A holoenzyme complex. PKA-R1A dissociation, Cy5-IP20 fluorescence polarization; scaled: DMSO 0%, 113 µM cGMP 100%. activation, % at 11.4 µM. AID 504707. hit rate 0.083% among 340,000;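 active means percent activation above the mean of all tested compounds plus 3 SD, cut at about 19% in these data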;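 further: higher means more PKAc released from R1A so a rise in polarization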
phage Ecoli inh: E. coli growth loss with phage present | inhibition, % at 11.9 µM | growth absorbance | hit rate 0.26% among 360,000; in the data active means inhibition above about 11%
Mot1-301 SUMO: blocks SUMOylation pathway, rescuing yeast Mot1-301 growth | S. cerevisiae Mot1-301 growth rescue, ATP luminescence, 38.5C; percent above DMSO median, 100 means doubled | hit rate 1% among 320,000 | growth rescue, % at 18.8 µM;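 active means every valid replicate shows activation above 250% relative to neutral control wells; inactive means the rest, any valid replicate at or below 250%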;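 further: OY570 slx delta 5 strain wells were the positive control but not used for scaling; some compounds called inactive have numbers as strong as hits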
PKA-R2B activ: activates the human PKA-R2B holoenzyme complex; P22694+P31323; PKA-R2B holoenzyme dissociation, Cy5-IP20 fluorescence polarization; R2B truncated from residue 108, S112A mutant; 0% DMSO only, 100% 113 µM cGMP; activation, % at 11.4 µM; hit rate 0.079% among 340,000; AID 504700;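 active means activation above a cutoff set at the mean over all compounds plus 3 SD, cut at about 18% in these data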;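 further: higher means more holoenzyme dissociation and a rise in polarization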
Numbers without * were called inactive; nt = no result given.

mol	Mot1-301 SUMO	PKA-R2B activ	E coli growth	AddAB inh	MOR-DOR ag	PKA-R1A act	Tat export inh	HTR5A inv ctr	phage Ecoli inh	PfHsp90 yeast 2	OPRM1-OPRD1 inv
CCOC(=O)C1CN(S(=O)(=O)c2cc(OC)ccc2OC)C1	-12	0	-0.6	-0.4	-2.3	5	2	-10	0.9	13	11
CCCNC(=O)c1ccc2c(c1)ncn2-c1cc(C)cc(C)c1	10	4	-0.4	0.2	-3.2	-18	-4	13	0.9	-2	15
CCOC(=O)c1c(C)[nH]c(C(=O)OCc2ccc([N+](=O)[O-])cc2)c1C	551	-8	0.2	2.3	1.3	-4	4	-46	-1.6	3	-7
CC(C)CC(=O)Nc1ccnn1C1CCN(C(=O)c2ccc(Cl)cc2F)CC1	-8	-9	-0.2	2.7	-2.4	5	-2	-14	2.1	-73	12
O=C(Cc1ccc(Br)cc1)N1CCN(c2ccccc2O)CC1	-15	-5	4.7	1.4	1.0	-3	10	4	3.8	5	-6
CN(Cc1ccccc1)C(=O)c1[nH]cnc1C(=O)NCc1ccc(CNC(=O)OC(C)(C)C)cc1	-4	0	1.5	1.9	0.3	1	4	19	1.7	nt	-2
OC1COC(OCc2ccccc2)C(O)C1O (stereo not drawn)	5	2	-1.7	-1.6	-1.0	5	-3	-13	2.5	13	5
CN(C(=O)CC1C(=O)NCCN1Cc1ccoc1)C1CCOCC1 (stereo not drawn)	-5	-5	0.1	1.1	-2.6	-15	2	-28	1.6	13	17
CC1CCCC(C)N1C(=O)COC(=O)CNC(=O)c1ccccc1 (stereo not drawn)	9	-5	-1.9	-0.8	-2.6	0	0	-7	4.4	nt	10
CC(=O)Nc1ccccc1NC(=O)C/C(C)=N/NC(=O)C1CCCCC1	11	0	-1.4	4.7	-1.1	-7	2	-6	2.6	26	7
Oc1ccc(Br)cc1CNc1nccs1	2	4	-3.4	2.2	-4.5	4	-2	-24	1.3	13	22
CCC(=O)Oc1oc(-c2ccccc2)nc1C=Nc1ccc(C)cc1	-13	2	-0.1	-2.9	-1.9	14	-1	-11	2.7	1	10
CN(Cc1cccs1)C(=O)CN1C(=O)c2ccccc2S1(=O)=O	-14	-25	-2.2	2.5	-3.0	1	-4	5	7.2	13	11
Cc1c(Cl)cccc1NC(=O)Nc1ccc(C(N)=O)cc1	0	6	3.4	1.0	-1.6	1	2	-7	3.4	-2	8
Cc1nn(CC(=O)N2CCN(C)CC2)c(=O)c2ccccc12	-12	-10	0.6	2.4	-1.5	-6	6	-2	-2.6	7	7
Cc1ccsc1/C=C1\SC(N2CC(C)OC(C)C2)=NC1=O (stereo not drawn)	217	-8	-1.9	5.6	-1.9	-16	-2	6	3.3	-10	11
Cn1cc(Cl)c(C(=O)NC(=S)Nc2sc3c(c2C#N)CCCCC3)n1	-2	-3	-0.9	-0.3	-5.8	3	-5	22	3.5	-24	29
O=C(O)CCN1C(=O)c2ccc(NC(=O)c3ccco3)cc2C1=O	-2	6	3.0	-1.4	-2.2	1	-9	-12	0.8	-19	11
CCOc1cc2c(C#N)c(N3CCNCC3)nc(N)c2c(N)n1	-9	0	-2.0	0.2	-0.6	6	-1	-15	3.1	-3	4
Cc1cc(NC(=O)c2cccc(S(=O)(=O)N3CCCC3)c2)no1	-9	1	-3.4	-1.3	-2.8	1	-8	-24	2.9	-3	15
O=C(C(Sc1ccccc1)c1ccccc1)N1CCOCC1 (stereo not drawn)	23	-2	-1.6	2.7	-1.9	-2	2	6	2.7	-8	10
CC(=O)C1=C(C)NC(=O)NC1c1cc(Br)ccc1OCC#N (stereo not drawn)	-22	-15	-2.9	-0.5	-0.6	-5	-4	0	2.1	19	3
Cc1cc(-c2cccs2)nc(-n2cccc2)n1	16	2	1.4	0.3	-1.2	6	8	-3	2.2	-6	6
Cc1cc(C)cc(N(CC(=O)NC2CCCC2)C(=O)c2csnn2)c1	-17	-3	0.9	3.4	-3.7	-1	24	-15	-0.3	2	20
Cc1ccc(-c2n[nH]c(=O)c3ccccc23)cc1S(N)(=O)=O	257	1	-0.4	-0.8	0.0	2	2	-18	0.6	3	0
C/C(=N\NC1=NCCN1)c1ccc(N)c([N+](=O)[O-])c1	3	-3	-0.9	0.0	-1.5	-3	-2	5	4.2	-13	8
O=C(NCCCN1CCOCC1)c1cc(Cl)ccc1OCc1ccccc1	4	-11	-2.0	-3.3	-1.8	4	2	-6	1.5	2	9
Cc1[nH]c2ccccc2c1C(=O)CN1C(=O)C(=O)N(CCC2=CCCCC2)C1=O	-1	1	-0.5	0.8	3.9	-4	12	-1	-1.1	-3	-16
COc1cc(CCCN2CCNC[C@H]2Cc2cccc3ccccc23)cc(OC)c1OC	0	4	-2.0	-0.1	-0.5	5	0	19	2.2	-15	3
C=CCNC(=O)CSc1cc([N+](=O)[O-])cc(S(=O)(=O)Cc2ccccc2)c1	5	-4	1.2	0.7	4.8	3	-5	-8	5.3	-15	-25

Next section; it opens with the 2 that closed the last part.
mol	Mot1-301 SUMO	PKA-R2B activ	E coli growth	AddAB inh	MOR-DOR ag	PKA-R1A act	Tat export inh	HTR5A inv ctr	phage Ecoli inh	PfHsp90 yeast 2	OPRM1-OPRD1 inv
COc1cc(CCCN2CCNC[C@H]2Cc2cccc3ccccc23)cc(OC)c1OC	0	4	-2.0	-0.1	-0.5	5	0	19	2.2	-15	3
C=CCNC(=O)CSc1cc([N+](=O)[O-])cc(S(=O)(=O)Cc2ccccc2)c1	5	-4	1.2	0.7	4.8	3	-5	-8	5.3	-15	-25
O=C1CC(=O)NC(SCC(=O)Nc2ccccc2[N+](=O)[O-])=N1	1	-6	0.3	3.9	-2.9	-12	4	7	0.9	-2	16
CC(C)(C)C(=O)Nc1ccc(C(=O)OC2CCCCC2)cc1	17	7	-2.1	-1.2	1.9	-5	4	28	nt	-5	-11
CC1Cc2ccccc2N1C(=O)CSc1ncccn1 (stereo not drawn)	106	3	3.5	2.2	-1.7	0	0	11	4.5	-15	9
O=C1CCC([N+](=O)[O-])C(c2ccc(Br)cc2)N1 (stereo not drawn)	13	0	1.7	4.3	-2.1	-1	1	4	0.2	4	11
COc1ccc(C(=O)NCCn2cc(SCC(=O)N3CCOCC3)c3ccccc32)cc1	-15	-10	-1.6	-1.1	-2.1	-4	-6	-9	3.0	-13	12
CC(=O)Nc1ccc(NC(=O)CSc2nnc(-c3ccccc3)n2Cc2ccc3c(c2)OCO3)cc1	-1	-5	-4.5	0.3	-0.5	1	3	14	-1.2	14	3
CCOC(=O)c1cc(-c2ccccc2C)nn1CC1CC(c2cccnc2)=NO1 (stereo not drawn)	-21	-7	0.2	1.2	-0.3	-2	4	7	3.0	5	2
O=C(ONc1ccc(N=NC(=O)c2ccccc2O)cc1)c1ccccc1	208	16	1.7	0.9	-3.4	0	-3	2	-0.4	0	17
CC1(C)CC(=O)c2cnc(N)nc2C1	26	-8	-2.3	1.9	-1.6	-3	2	3	2.8	39	9
Cc1ccccc1CN1CCC(N2CCC(C(=O)NCC3CCCO3)CC2)CC1 (stereo not drawn)	-15	3	0.2	0.4	-1.8	15	2	2	0.9	-12	6
O=[N+]([O-])c1ccccc1Oc1cnc2ccccc2n1	-20	3	-1.6	1.8	0.8	-4	-4	19	5.0	-12	-6
CCOC(=O)c1c(NC(=O)Cn2nc(C(F)(F)F)cc2C)sc(C)c1C	-1	-4	0.6	-0.3	0.1	-6	16	-6	2.1	-24	-1
COc1ccc(NC(=O)c2ccc(OC)c(S(=O)(=O)N3CCCCC3C)c2)cn1 (stereo not drawn)	5	-1	1.8	1.6	-1.2	-4	0	-10	-0.3	3	5
COc1ccccc1CN(C)C(=O)CN1CCN(C(=O)c2cccs2)CC1	-3	-7	-1.1	2.1	-4.2	-8	-8	10	1.1	nt	16
FC(F)(F)c1cccc(N2CCN(Cc3cccnc3)CC2)c1	6	-13	3.4	-1.0	-1.6	3	4	6	0.9	18	8
COc1ccc(C(CC(=O)O)NC(=O)C2CCCCC2)cc1 (stereo not drawn)	161	0	-2.4	1.6	-0.2	-5	-9	4	1.7	-12	1
Nc1cc(-c2ccccc2)n2c(n1)nc1ccccc12	-9	-5	-1.3	2.5	-4.0	-9	5	31	1.1	6	20
N#C/C(=C\N1CCOCC1)C(N)=O	-3	nt	0.8	4.9	nt	nt	-2	nt	2.2	0	nt
N#Cc1nc(COc2ccccc2)oc1N1CCCCCC1	7	-10	0.2	2.9	1.5	-6	-5	-21	1.4	-11	-8
CC(=O)c1cc(Cl)ccc1OC(=O)c1ccco1	6	-4	4.0	2.1	1.7	-12	4	-28	0.9	7	-10
CCOC(=O)C1CN(S(=O)(=O)c2ccccc2)C1	57	-5	-2.2	-2.2	-3.0	-6	3	5	2.2	nt	18
Cn1c(C=O)c(-c2ccc3c(c2)OCCO3)c2ccccc21	11	-9	0.4	1.5	3.1	2	6	-12	1.2	-47	-17
Cc1cccc(OCCCC(=O)Nc2ccc(S(=O)(=O)N3CCCC3)cc2)c1	-4	-2	3.0	2.8	1.1	-3	-2	16	2.5	-5	-6
OC(COc1ccc(F)cc1)CN1CCN(c2ccccc2F)CC1 (stereo not drawn)	1	-6	-1.9	-2.3	-1.2	4	5	-10	4.0	5	6
CN(C(=O)COC(=O)c1ccc(C(C)(C)C)cc1)C1CCS(=O)(=O)C1 (stereo not drawn)	-2	-3	-1.0	0.2	-2.2	-1	-1	-9	2.2	5	11
N#Cc1ccc(OCCN2CCc3ccccc3C2)cc1	-2	-4	1.4	1.1	-4.0	-9	-3	16	4.6	7	20
Clc1ccc(Nc2ccccc2)nn1	-9	-6	0.5	6.9	-1.5	-12	-6	-20	3.5	4	8
Nc1cc(Cl)ccc1C(=O)OCC(=O)NC1CCCCCCC1	0	-3	0.9	2.4	4.3	-2	-3	-11	1.9	nt	-17
CCOc1ccc(S(=O)(=O)N2CCN(CC)CC2)cc1NC(=O)c1ccccc1F	333	-3	0.3	4.4	-3.1	4	-4	1	0.7	-16	17
CC(=O)N1CCCN(Cc2nc(C3(c4ccc(C)cc4)CCCC3)no2)CC1	-2	0	-1.4	-0.9	1.1	-4	-1	0	1.5	-12	-5
COc1ccccc1NC(=O)C1=C(C)Nc2nc(CCCO)nn2C1c1ccc2c(c1)OCO2 (stereo not drawn)	-12	6	1.9	2.8	-2.2	-10	-2	-33	-2.2	-7	9
COC(=O)NC1CCS(=O)(=O)C1 (stereo not drawn)	-10	-2	-1.4	-0.1	-1.4	-9	11	-19	0.2	nt	8
COc1ccc(-c2[nH]ncc2CN(C)C(C)c2ccon2)cc1F (stereo not drawn)	260	1	-3.9	-0.1	-2.9	7	7	6	2.3	-15	15
Cc1cccc(-c2nnn(Cc3nnc(NC(=O)c4ccccc4)s3)n2)c1	-7	2	-0.8	1.9	-3.3	-4	0	-4	-0.2	-26	14
